Screens: PubChem BioAssay, Broad Institute
EWS-Fli inh: EWS/Fli-driven NR0B1 reporter inhibitors, primary screen, A673 cells, NR0B1 luciferase, luminescence, MLPCN library; inhibition, % at 12.6 µM; AID 651661, 2012; viability-normalised; 0.67% of 350,000 active;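 active = mean inhibition of at least 50% after viability correction, with every replicate also passing that limit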;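 also: firefly luciferase signal divided by Alamar Blue viability fluorescence both relative to DMSO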
E-selectin induc: E-selectin induction in HUVECs, primary screen, imaging, HUVEC, immunofluorescence imaging, single point. normalized: neutral wells 0, TNF-alpha wells 100. 0.37% of 260,000 active. P16581. AID 686992, 2013. activation, % at 7.58 µM;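 active = mean E-selectin-positive cell signal at least 10% of the positive control, reached in at least 60% of replicates, without over 20% cell loss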;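 also: in these data hits start at about 27%; measured in HUVEC primary endothelial cells; signal is the percent of cells scored E-selectin positive by PE staining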
Target sequence (P16581 whole entry, looked up): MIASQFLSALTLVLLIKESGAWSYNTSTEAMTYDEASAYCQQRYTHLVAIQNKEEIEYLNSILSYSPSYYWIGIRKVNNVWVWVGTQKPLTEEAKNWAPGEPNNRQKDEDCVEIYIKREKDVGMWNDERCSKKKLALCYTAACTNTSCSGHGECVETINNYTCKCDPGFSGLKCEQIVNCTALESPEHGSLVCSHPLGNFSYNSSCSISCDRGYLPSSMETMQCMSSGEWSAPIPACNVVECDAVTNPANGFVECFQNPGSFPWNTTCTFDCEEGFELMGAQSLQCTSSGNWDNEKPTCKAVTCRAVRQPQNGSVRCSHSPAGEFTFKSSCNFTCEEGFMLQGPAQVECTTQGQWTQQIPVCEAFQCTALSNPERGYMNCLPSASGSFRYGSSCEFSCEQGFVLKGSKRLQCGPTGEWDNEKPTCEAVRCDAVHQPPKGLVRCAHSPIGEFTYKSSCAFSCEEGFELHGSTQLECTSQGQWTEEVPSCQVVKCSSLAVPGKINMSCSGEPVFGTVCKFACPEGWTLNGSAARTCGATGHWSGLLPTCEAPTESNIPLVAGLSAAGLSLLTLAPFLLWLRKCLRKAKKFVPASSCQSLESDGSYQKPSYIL
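Material: HUVEC primary endothelial cells; Amount: 3,000 cells per well; Dosing: single concentration; Medium: EGM-2 growth medium on 0.1% gelatin-coated wells; Read-out basis: percent E-selectin-positive cells; Signal: immunofluorescence imaging; Control set: TNF-alpha, DMSO.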
XiGFP reactiv: activators of inactive X chromosome reactivation, primary screen, imaging, XiGFP fibroblasts, GFP high-content imaging, set 2 | XiGFP mouse fibroblasts, % GFP-positive cells imaging, 3 d; cells co-treated with 5-aza-dC sensitizer; scaled so ellipticine positive control = 100% | activation, % at 7.58 µM | 0.055% of 360,000 active;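 active = mean normalized replicate activation at least 10% and every replicate at or above 10%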;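 also: 0% = median of on-plate neutral control wells and 100% = ellipticine 6 µM median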
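System: SV40-immortalized XiGFP fibroblast cells, line 68-5-11 / Incubation: 3-day compound exposure, then 15 min fixation at room temperature / Compound: single concentration per compound, delivered by pin transfer / Buffer or medium: DMEM plus 5-aza-dC sensitizer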
Starred values were filed as active, the others as inactive.

The first three entries, ahead of the listing:
(1) C[C@@H]1CN([C@@H](C)CO)S(=O)(=O)c2ccc(-c3ccc(F)cc3)cc2O[C@H]1CN(C)C(=O)C1CCC1
(2) C[C@@H]1CN([C@H](C)CO)C(=O)c2cc(Br)cnc2O[C@H]1CN(C)C(=O)C1CCC1
(3) CCC(=O)N1CCC2(CC1)CN(C(=O)Nc1ccccc1F)[C@H](CO)c1c2c2ccc(OC)cc2n1C
Assay by compound	1	2	3
EWS-Fli inh	19	-14	7
E-selectin induc	-0.2	0.2	-0.2
XiGFP reactiv	-0.4	-0.7	0.3

The whole of this part (from the top)
(1) C[C@@H]1CN([C@@H](C)CO)S(=O)(=O)c2ccc(-c3ccc(F)cc3)cc2O[C@H]1CN(C)C(=O)C1CCC1
(2) C[C@@H]1CN([C@H](C)CO)C(=O)c2cc(Br)cnc2O[C@H]1CN(C)C(=O)C1CCC1
(3) CCC(=O)N1CCC2(CC1)CN(C(=O)Nc1ccccc1F)[C@H](CO)c1c2c2ccc(OC)cc2n1C
(4) CN1[C@@H]2c3ccc(/C=C/c4ccccc4)c(=O)n3C[C@@H]2[C@@H](CO)[C@@H]1C(=O)NCCN1CCCC1
(5) COc1ccc2c3c(n(C)c2c1)[C@@H](CO)N(C(=O)Nc1ccc(F)cc1)CC31CCN(Cc2cccnc2)CC1
Assay by compound	1	2	3	4	5
EWS-Fli inh	19	-14	7	-14	-5
E-selectin induc	-0.2	0.2	-0.2	0.0	-0.2
XiGFP reactiv	-0.4	-0.7	0.3	0.3	0.2

(6) COc1ccc2c3c([nH]c2c1)[C@H](CO)N(C(=O)Nc1ccc(F)cc1)CC31CCN(S(=O)(=O)c2ccccc2)CC1
(7) CCCC(=O)N1CC2(CCN(Cc3cccnc3)CC2)c2c([nH]c3cc(OC)ccc23)[C@H]1CO
(8) CCS(=O)(=O)N1CC2(CN(Cc3ccc(F)cc3)[C@H](CO)c3c2c2ccc(OC)cc2n3C)C1
(9) COc1ccc2c3c(n(C)c2c1)[C@H](CO)N(CC1CCOCC1)CC31CCN(C(=O)Nc2ccccc2)CC1
(10) COc1ccc2c3c(n(C)c2c1)[C@@H](CO)N(C)CC31CCN(CC2CC2)CC1
Assay by compound	6	7	8	9	10
EWS-Fli inh	-4	6	2	11	21
E-selectin induc	-0.6	0.0	-0.3	-0.4	-0.4
XiGFP reactiv	0.1	0.3	0.3	0.3	0.3

(11) C/C=C/c1ccc2c(c1)O[C@@H](CN(C)C(=O)C1CCC1)[C@@H](C)CN([C@@H](C)CO)S2(=O)=O
(12) CCCC(=O)N1CC2(CCN(C(=O)Nc3cccc(F)c3)CC2)c2c(n(C)c3cc(OC)ccc23)[C@@H]1CO
(13) COc1ccc2c3c(n(C)c2c1)[C@@H](CO)N(Cc1ccc2c(c1)OCO2)CC31CN(C(C)=O)C1
(14) C[C@H]1CN([C@@H](C)CO)S(=O)(=O)c2ccc(C#CC3CC3)cc2O[C@H]1CN(C)C(=O)Nc1cc(F)ccc1F
(15) COc1ccc2c3c(n(C)c2c1)[C@@H](CO)N(S(C)(=O)=O)CC31CCN(C(=O)CN(C)C)CC1
Assay by compound	11	12	13	14	15
EWS-Fli inh	-3	-9	6	-3	-1
E-selectin induc	0.1	-0.3	-0.4	-0.9	-0.3
XiGFP reactiv	0.3	0.0	0.4	-0.7	0.4

The list goes on, starting with the last four of the part before.
(12) CCCC(=O)N1CC2(CCN(C(=O)Nc3cccc(F)c3)CC2)c2c(n(C)c3cc(OC)ccc23)[C@@H]1CO
(13) COc1ccc2c3c(n(C)c2c1)[C@@H](CO)N(Cc1ccc2c(c1)OCO2)CC31CN(C(C)=O)C1
(14) C[C@H]1CN([C@@H](C)CO)S(=O)(=O)c2ccc(C#CC3CC3)cc2O[C@H]1CN(C)C(=O)Nc1cc(F)ccc1F
(15) COc1ccc2c3c(n(C)c2c1)[C@@H](CO)N(S(C)(=O)=O)CC31CCN(C(=O)CN(C)C)CC1
(16) CCC(=O)N1CCC2(CC1)CN(C(=O)Nc1ccccc1F)[C@@H](CO)c1c2c2ccc(OC)cc2n1C
(17) COc1ccc2c3c(n(C)c2c1)[C@H](CO)N(CC1CC1)CC31CCN(C(=O)c2cccnc2)CC1
(18) C[C@H](CO)N1C[C@H](C)[C@H](CN(C)C(=O)C2CC2)Oc2ncc(-c3cccc(F)c3)cc2C1=O
(19) COc1ccc2c3c(n(C)c2c1)[C@@H](CO)N(Cc1ccccc1)CC31CCN(CC2CC2)CC1
(20) CCCNC(=O)N1CC2(C1)CN(C(=O)CC1CC1)[C@H](CO)c1[nH]c3cc(OC)ccc3c12
Assay by compound	12	13	14	15	16	17	18	19	20
EWS-Fli inh	-9	6	-3	-1	-1	-2	-12	-2	-4
E-selectin induc	-0.3	-0.4	-0.9	-0.3	-0.5	-0.4	0.4	-0.5	-0.4
XiGFP reactiv	0.0	0.4	-0.7	0.4	0.2	0.4	-0.2	0.1	0.4

(21) COc1ccc2c3c(n(C)c2c1)[C@@H](CO)N(C(=O)Nc1ccccc1F)CC31CCN(C(=O)c2ccccc2)CC1
(22) CCCC(=O)N1CC2(C1)CN(C(=O)CC1CC1)[C@@H](CO)c1c2c2ccc(OC)cc2n1C
(23) C[C@@H]1CN([C@@H](C)CO)C(=O)c2cc(C#CC3(O)CCCC3)cnc2O[C@@H]1CN(C)C(=O)C1CC1
(24) CCC(=O)N1CCC2(CC1)CN(Cc1ccc3c(c1)OCO3)[C@H](CO)c1c2c2ccc(OC)cc2n1C
(25) CCCC(=O)N1CC2(CCN(CC3CCCC3)CC2)c2c([nH]c3cc(OC)ccc23)[C@H]1CO
Assay by compound	21	22	23	24	25
EWS-Fli inh	7	0	-9	-13	1
E-selectin induc	-0.2	-0.5	0.9	-0.1	-0.3
XiGFP reactiv	0.4	0.3	-1.3	0.2	0.3

(26) COc1ccc2c3c(n(C)c2c1)[C@H](CO)N(C(=O)Cc1ccccn1)CC31CN(Cc2ccccn2)C1
(27) COc1ccc(CN2CC3(C2)CN(Cc2ccc4c(c2)OCO4)[C@@H](CO)c2[nH]c4cc(OC)ccc4c23)cc1
(28) C[C@@H]1CN([C@H](C)CO)C(=O)c2cc(C3=CCCCC3)cnc2O[C@@H]1CN(C)S(C)(=O)=O
(29) COc1ccc2c3c(n(C)c2c1)[C@H](CO)N(C(=O)Nc1ccc(F)cc1)CC31CN(S(=O)(=O)c2cccc(F)c2)C1
(30) COc1ccc2c3c(n(C)c2c1)[C@@H](CO)N(CC1CCOCC1)CC31CN(C(C)=O)C1
Assay by compound	26	27	28	29	30
EWS-Fli inh	1	-6	7	-7	-10
E-selectin induc	1.3	-0.5	0.2	0.5	-0.3
XiGFP reactiv	0.4	0.3	-1.0	0.2	0.3

From entry 1 as far as 3, as listed above:
(1) C[C@@H]1CN([C@@H](C)CO)S(=O)(=O)c2ccc(-c3ccc(F)cc3)cc2O[C@H]1CN(C)C(=O)C1CCC1
(2) C[C@@H]1CN([C@H](C)CO)C(=O)c2cc(Br)cnc2O[C@H]1CN(C)C(=O)C1CCC1
(3) CCC(=O)N1CCC2(CC1)CN(C(=O)Nc1ccccc1F)[C@H](CO)c1c2c2ccc(OC)cc2n1C
Assay by compound	1	2	3
EWS-Fli inh	19	-14	7
E-selectin induc	-0.2	0.2	-0.2
XiGFP reactiv	-0.4	-0.7	0.3

Following part:
(31) CCC(=O)N1CC2(CCN(C(=O)Nc3ccc(F)cc3)CC2)c2c([nH]c3cc(OC)ccc23)[C@@H]1CO
(32) C[C@H](CO)N1C[C@H](C)[C@H](CN(C)S(=O)(=O)c2ccc(F)cc2)Oc2ncc(C#Cc3ccc(F)cc3)cc2C1=O
(33) C[C@H]1CN([C@@H](C)CO)C(=O)c2cc(C#CC3CC3)cnc2O[C@@H]1CN(C)C(=O)c1ccncc1
(34) COc1cc(CN2CC3(CN(S(=O)(=O)c4cccs4)C3)c3c(n(C)c4cc(OC)ccc34)[C@@H]2CO)cc(OC)c1
(35) COc1ccc2c3c(n(C)c2c1)[C@H](CO)N(Cc1nccs1)CC31CCN(C(C)=O)CC1
Assay by compound	31	32	33	34	35
EWS-Fli inh	2	11	-6	-5	-5
E-selectin induc	-0.3	0.5	1.8	-0.6	0.2
XiGFP reactiv	0.3	0.7	-0.1	0.3	0.0

Sorted by SMILES length (low to high): 3 of the compounds above
(16) CCC(=O)N1CCC2(CC1)CN(C(=O)Nc1ccccc1F)[C@@H](CO)c1c2c2ccc(OC)cc2n1C
(31) CCC(=O)N1CC2(CCN(C(=O)Nc3ccc(F)cc3)CC2)c2c([nH]c3cc(OC)ccc23)[C@@H]1CO
(4) CN1[C@@H]2c3ccc(/C=C/c4ccccc4)c(=O)n3C[C@@H]2[C@@H](CO)[C@@H]1C(=O)NCCN1CCCC1
Assay by compound	16	31	4
EWS-Fli inh	-1	2	-14
E-selectin induc	-0.5	-0.3	0.0
XiGFP reactiv	0.2	0.3	0.3

More records
(36) CCCC(=O)N1CC2(CCN(C(=O)C3CCC3)CC2)c2c(n(C)c3cc(OC)ccc23)[C@H]1CO
(37) COc1ccc2c3c(n(C)c2c1)[C@H](CO)N(C(=O)CN(C)C)CC31CN(C(=O)C2CCC2)C1
(38) COc1ccc2c3c([nH]c2c1)[C@H](CO)N(C(=O)Nc1c(C)noc1C)CC31CCN(CC2CCCCC2)CC1
(39) COc1ccc2c3c([nH]c2c1)[C@H](CO)N(C(=O)c1ccccc1)CC31CCN(C(=O)Nc2cccc(F)c2)CC1
(40) C/C=C/c1ccc2c(c1)O[C@H](CN(C)C(=O)C1CCC1)[C@H](C)CN([C@@H](C)CO)S2(=O)=O
Assay by compound	36	37	38	39	40
EWS-Fli inh	17	13	-5	-6	0
E-selectin induc	-0.2	0.0	-0.4	-0.1	0.4
XiGFP reactiv	0.3	0.3	0.3	0.3	-0.8

(41) COc1ccccc1-c1ccc2c(c1)O[C@@H](CN(C)CC1CC1)[C@H](C)CN([C@@H](C)CO)S2(=O)=O
(42) C[C@@H]1CN([C@H](C)CO)S(=O)(=O)c2ccc(C#CC(C)(C)O)cc2O[C@@H]1CN(C)C(=O)C1CC1
(43) C[C@@H]1CN([C@H](C)CO)S(=O)(=O)c2ccc(C3=CCCCC3)cc2O[C@@H]1CN(C)CC1CC1
(44) CCC(=O)N1CCC2(CC1)CN(C(=O)CC)[C@@H](CO)c1[nH]c3cc(OC)ccc3c12
(45) C[C@H](CO)N1C[C@H](C)[C@@H](CN(C)C(=O)C2CC2)Oc2cc(-c3cccnc3)ccc2S1(=O)=O
Assay by compound	41	42	43	44	45
EWS-Fli inh	10	-3	0	13	-4
E-selectin induc	1.4	2.0	-0.4	-0.3	0.5
XiGFP reactiv	-1.3	0.0	-0.8	0.2	0.0

Some of the compounds tested, so the mix of outcomes need not match the whole.
